DDE Tn7 FP inh = DD(E)-Tn7 binding inhibition, primary FP screen; P02675; FP displacement of FITC-Tn7 peptide from fibrin DD(E); 0% = median of compound wells per plate; inhibition, % at 8.3 µM; 0.13% of 370,000 active; AID 720508;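 active means inhibition above the mean of compounds falling within the control limits plus 3 SD of them, cut at about 14% in these data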;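 further: 0% = plate median of compound wells and 100% = 10 µM Aha-Tn7 peptide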
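assay system = human clot-derived fibrin DD(E) complex | quantity = Fibrin-DD(E) at 2 µM final | timing = 10 min preincubation, 3 h with tracer, room temperature | signal = fluorescence polarization | measure = percent inhibition | benchmarks = high control wells with 10 µM unlabelled Aha-Tn7 peptide (full inhibition) | replicates = singlicate testing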
ARFGAP1 inh = rat ARFGAP1 inhibition | Arfgap1-stimulated ARF1 GTP hydrolysis, GDP FP detection | inhibition, % at 16.5 µM | 0.26% of 360,000 active;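 active means inhibition above a per-plate limit, mean inhibition of low control wells plus 3 SD, cut at about 25% in these data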;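 further: 0% = DMSO wells with enzyme and 100% = wells lacking Arfgap1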
Target sequence (Q62848 1-136 limits assumed): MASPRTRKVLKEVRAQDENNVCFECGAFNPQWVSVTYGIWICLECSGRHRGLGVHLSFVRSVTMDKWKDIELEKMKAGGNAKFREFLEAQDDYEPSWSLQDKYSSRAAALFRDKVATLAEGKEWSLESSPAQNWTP
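Repeats: one replicate per compound; assay system: rat Arfgap1 catalytic domain, aa 1-136; times: enzyme reaction 120 min at 25 °C after 20 min preincubation; detection: FP of antibody-bound GDP Alexa 633 tracer, ex 620/em 688 nm; benchmarks: high control wells lacking Arfgap1, low control full reaction with DMSO; reagent: human ARF1(Δ1-17)-GTP substrate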
ADAM10 inh = ADAM10 inhibition, QFRET primary screen. inhibition, % at 7 µM. O14672. 0.62% of 370,000 active. recombinant ADAM10, EDANS/DABCYL FRET peptide cleavage, 3 h;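 active means inhibition above a per-campaign cutoff equal to the mean of compounds falling between control-based bounds plus 3 SD, cut at about 20% in these data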;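 further: 0% = DMSO wells while the 100% control is not disclosed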
Target sequence (O14672 214-748 limits assumed): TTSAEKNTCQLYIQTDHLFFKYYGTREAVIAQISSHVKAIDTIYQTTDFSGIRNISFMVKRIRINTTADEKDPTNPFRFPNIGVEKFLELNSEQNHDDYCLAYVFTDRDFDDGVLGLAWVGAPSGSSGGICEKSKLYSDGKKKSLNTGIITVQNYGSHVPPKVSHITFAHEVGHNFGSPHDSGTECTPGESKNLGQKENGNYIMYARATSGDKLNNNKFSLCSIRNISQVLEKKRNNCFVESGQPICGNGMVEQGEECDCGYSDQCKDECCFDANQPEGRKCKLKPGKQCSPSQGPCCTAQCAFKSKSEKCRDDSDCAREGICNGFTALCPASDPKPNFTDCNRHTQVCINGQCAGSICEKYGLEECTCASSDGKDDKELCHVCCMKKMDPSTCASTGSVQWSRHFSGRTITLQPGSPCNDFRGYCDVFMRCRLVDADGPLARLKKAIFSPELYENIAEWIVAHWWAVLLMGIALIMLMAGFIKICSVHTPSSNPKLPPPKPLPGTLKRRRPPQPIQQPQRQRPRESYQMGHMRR
Tn6 DDE FP = inhibitors of Tn6 peptide binding to human fibrin DD(E); P02675; Fibrin DD(E) TRITC-Tn6 fluorescence polarization displacement; inhibition, % at 8.3 µM; 0.21% of 370,000 active;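 active means inhibition above a per-campaign cutoff: mean of compounds within control limits plus 3 SD, cut at about 15% in these data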;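 further: 0% = median of all compound wells on the plate and 100% = blocking peptide control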
LEDGF integ inh = blocks HIV-1 LEDGF/p75-dependent DNA integration. TR-FRET IN-LEDGF/p75 DNA integration, Eu/Cy5. inhibition, % at 3.7 µM. 0.64% of 370,000 active. AID 743269;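 active means inhibition above the screen-wide mean plus 3 SD, cut at about 13% in these data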;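 further: signal is the Cy5 over europium emission ratio at 671 and 618 nm; 0% = plate median of compound wells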
TDP2 inh = blocks human TDP2 phosphodiesterase activity; O95551; recombinant TDP2, T5PNP hydrolysis, p-nitrophenol absorbance 415 nm; inhibition, % at 12.8 µM; 0.34% of 370,000 active; AID 720702;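 active means inhibition above the mean of all tested compounds plus 3 SD, set per campaign, cut at about 25% in these data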;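 further: 0% = DMSO with enzyme and 100% = buffer with substrate but no TDP2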
Target sequence (O95551 whole entry, looked up): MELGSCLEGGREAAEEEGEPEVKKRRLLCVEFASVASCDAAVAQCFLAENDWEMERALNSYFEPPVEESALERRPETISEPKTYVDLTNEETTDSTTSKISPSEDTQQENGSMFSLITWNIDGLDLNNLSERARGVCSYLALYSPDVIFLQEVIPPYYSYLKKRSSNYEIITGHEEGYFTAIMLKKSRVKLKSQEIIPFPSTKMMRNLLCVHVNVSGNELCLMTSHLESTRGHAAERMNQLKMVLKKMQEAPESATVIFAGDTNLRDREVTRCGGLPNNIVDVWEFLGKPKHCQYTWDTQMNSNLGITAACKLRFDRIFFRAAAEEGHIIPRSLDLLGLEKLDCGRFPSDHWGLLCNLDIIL
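System – recombinant human TDP2 · Amount – 120 nM TDP2 per well · Buffer or medium – Mg2+-containing Tris-HCl buffer, pH 7.5 · Reagent – T5PNP substrate, 5 mM · Dosing – 12.8 µM single point, 1% DMSO · Incubation – 2 h at 37 °C · Measured by – epi absorbance · Read-out basis – percent inhibition · Benchmarks – high control without enzyme, low control DMSO plus TDP2 · Repeats – singlicate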
ASAP1 inh = inhibitors of human ASAP1 ArfGAP activity | Q9ULH1 | ASAP1-stimulated ARF1 GTP hydrolysis, GDP FP detection | inhibition, % at 16.5 µM | 0.19% of 360,000 active | AID 624377; in the data active means inhibition above about 25%;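 further: 0% = vehicle with enzyme and substrate and 100% = no enzyme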
ADAM17 inh = ADAM17 inhibition, QFRET primary screen. recombinant ADAM17, EDANS/DABCYL FRET peptide cleavage. inhibition, % at 6.95 µM. P78536. 0.83% of 370,000 active;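 active means inhibition above the mean of compounds lying between control limits plus 3 SD, set per campaign, cut at about 8.5% in these data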;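 further: 0% = DMSO-only wells as the low control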
PLC-gamma1 inh = inhibitors of human phospholipase C gamma1; purified PLC-gamma1, fluorogenic substrate, fluorescence; inhibition, % at 12.2 µM; 0.84% of 370,000 active; AID 720700; in the data active means inhibition above about 9.5%
KLK7 zymogen act = activators of human kallikrein-7 zymogen; P49862; activation, % at 7 µM; purified proKLK7, EDANS-DABCYL substrate fluorescence; 100% is mature enzyme control, 0% vehicle; 0.9% of 370,000 active;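 active means activation above the mean of all tested compounds plus 3 SD, computed per campaign excluding outliers beyond control limits, cut at about 13% in these data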
* marks the source's active call; other numbers are inactive results; i = inactive; . = not tested or not shown.

SMILES	DDE Tn7 FP inh	ARFGAP1 inh	ADAM10 inh	Tn6 DDE FP	LEDGF integ inh	TDP2 inh	ASAP1 inh	ADAM17 inh	PLC-gamma1 inh	KLK7 zymogen act
Cn1cc2cccc([N+](=O)[O-])c2n1	-0.5	0.7	-0.9	-3.0	0.3	-4.9	-5.8	3.3	-0.2	-0.1
CC(C)n1c(C(=O)OCC(=O)NCc2ccc3c(c2)OCO3)cc2sccc21	0.4	-17.9	6.8	3.2	2.0	-5.8	6.9	0.8	-3.1	0.2
N=C1/C(=C/c2cccs2)C(=O)N=C2SN=C(SCc3ccccc3)N12	-6.8	-5.0	-10.7	-5.1	1.8	0.4	-0.4	-3.4	-29.2	-1.0
CCN(C(C)=O)c1nnc(CSc2nc3ccccc3s2)s1	0.1	3.5	2.5	-2.8	1.3	0.6	2.8	-8.8	1.9	-0.1
Cc1ccc(N(C(=O)c2cccs2)C2C=CS(=O)(=O)C2)cc1 (configuration not stated)	2.6	9.3	-6.2	1.9	-2.2	4.8	4.4	1.6	-1.3	-0.2
Cc1onc(-c2c(Cl)cccc2Cl)c1C(=O)Nc1ccc(Cl)cn1	0.0	2.3	-5.4	3.2	-0.5	-1.1	4.7	-5.3	1.4	-0.1
COC(=O)Cc1c(C)c2ccc(OC(=O)c3ccccc3)cc2oc1=O	7.6	-5.5	i	-3.0	-4.2	-0.9	-11.7	i	i	422.5*
O=C(COC(=O)CNC(=O)c1cccc([N+](=O)[O-])c1)NCc1ccco1	-2.6	13.3	8.4	1.6	5.0	-3.4	5.0	0.9	2.1	0.7
Cc1ccc(OCCCC(=O)Nc2ccc(S(=O)(=O)N3CCOCC3)cc2)cc1	1.4	5.0	0.9	-10.4	-1.0	2.1	-1.9	2.6	1.3	0.7
O=C1CSC(=S)N1/N=C/c1ccc2c(c1)OCCO2	4.2	4.3	7.1	-4.8	2.6	-5.2	6.1	-0.7	-6.4	-0.7
CCn1c(SCC(=O)Nc2ccccc2)nc2ccccc2c1=O	-2.1	-0.8	-1.3	3.0	1.3	17.9	5.4	-2.9	1.1	0.3
CCC/C(O)=C1\C(=O)CCCC1=NCCc1c(C)[nH]c2ccc(C)cc12	2.0	-14.9	-0.7	3.2	0.6	5.3	-3.6	-1.5	1.7	0.2
CC(C)CCCN1C(N(C)C)=NC[C@@H]1C	-4.1	7.2	7.5	-0.6	3.2	-3.9	-1.5	0.9	2.8	0.7
Cc1ccc(N2CCN(C(=O)NC3CCCCC3)CC2C)cc1 (configuration not stated)	-3.4	9.4	3.9	7.5	0.6	17.7	2.8	-2.2	3.4	0.0
CCc1nc(Nc2cccc(F)c2)c2oc3ccccc3c2n1	-5.2	8.6	-66.9	6.3	5.3	2.3	4.4	-32.1	-151.2	0.2
COc1ccc(CNS(=O)(=O)NCc2ccc(C)cc2)cc1	3.1	-3.2	2.0	7.8	6.3	-18.4	-10.0	3.3	6.2	-0.6
CS(=O)(=O)N1N=C(c2cccs2)CC1c1ccccc1 (configuration not stated)	-4.3	2.7	1.6	-5.5	0.1	6.2	10.9	-2.4	2.0	0.1
COc1ccc(C(=O)CSc2nnc(-c3cccs3)o2)cc1OC	4.7	.	-6.2	5.0	-0.3	7.6	.	-2.2	-1.5	0.6
O=C(COC(=O)C1CC(O)CN1S(=O)(=O)c1ccc(Cl)cc1)c1ccccc1 (configuration not stated)	-7.6	10.4	-1.9	6.5	1.9	4.0	-0.2	7.8	3.4	-0.2
CCCCN(C)CC(O)Cn1cc(/C=C/C(=O)c2ccc(C)cc2)c2ccccc21 (configuration not stated)	-1.4	13.3	-4.9	1.8	1.6	-14.1	8.4	0.6	-241.0	-2.8
Nc1[nH]c(C(=O)c2ccccc2)c(-c2ccccc2C(F)(F)F)c1C(=O)NCCc1cccs1	0.3	9.3	5.2	-2.2	1.7	-0.8	-1.7	0.3	-0.2	0.1
Cc1ccc(NC(=O)CCCN2C(=O)c3cccc4cccc(c34)C2=O)cc1	-4.6	2.1	-5.7	-3.1	0.0	1.6	-3.8	0.9	3.6	-0.4
O=C1C(Cl)=C(NCCN2CCOCC2)C(=O)c2ccccc21	-3.7	7.2	-7.0	-5.9	0.6	30.6*	3.0	0.6	1.6	0.1
Cc1cc2nc(-c3cccc(Cl)c3)c(CC(C)(C)C)n2c(C)c1Br	-7.1	15.3	-10.8	2.8	2.2	0.2	-7.0	-1.8	-2.2	0.8
CC[C@H]1O[C@H](C)CC2=C1C(=O)OC(C)(C)O2	-7.3	8.3	-11.6	1.8	-2.1	8.5	5.0	-6.9	-1.1	-0.2
Cc1ccccc1Cn1c(C(C)O)nc2ccccc21 (configuration not stated)	2.3	-3.8	1.1	-3.4	0.4	-0.7	0.1	-0.6	4.4	-0.1
COc1ccc(-c2c(C)oc3c(CN4CCCC(C)C4)c(O)ccc3c2=O)cc1OC (configuration not stated)	5.4	4.5	-426.1	-4.8	0.0	9.2	-0.6	-164.6	-265.1	7.4
O=C1CC(N2CCSCC2)C(=O)N1c1cccc(Br)c1 (configuration not stated)	5.9	8.0	1.7	-1.0	-3.1	3.0	-12.8	-3.1	-1.9	-0.2
Nc1nc(Nc2ccccc2F)nc(NCc2ccccc2)c1[N+](=O)[O-]	-6.6	0.2	1.4	-6.5	1.1	-6.9	6.3	0.4	-2.1	0.4
CC(C)C[C@@H](CO)N1CCNCCC1=O	-1.8	0.8	3.3	3.5	1.1	-5.2	3.7	-4.2	-2.9	0.6

5 successive entries out of the list so far, for reference:
SMILES	DDE Tn7 FP inh	ARFGAP1 inh	ADAM10 inh	Tn6 DDE FP	LEDGF integ inh	TDP2 inh	ASAP1 inh	ADAM17 inh	PLC-gamma1 inh	KLK7 zymogen act
Cc1ccccc1Cn1c(C(C)O)nc2ccccc21 (configuration not stated)	2.3	-3.8	1.1	-3.4	0.4	-0.7	0.1	-0.6	4.4	-0.1
COc1ccc(-c2c(C)oc3c(CN4CCCC(C)C4)c(O)ccc3c2=O)cc1OC (configuration not stated)	5.4	4.5	-426.1	-4.8	0.0	9.2	-0.6	-164.6	-265.1	7.4
O=C1CC(N2CCSCC2)C(=O)N1c1cccc(Br)c1 (configuration not stated)	5.9	8.0	1.7	-1.0	-3.1	3.0	-12.8	-3.1	-1.9	-0.2
Nc1nc(Nc2ccccc2F)nc(NCc2ccccc2)c1[N+](=O)[O-]	-6.6	0.2	1.4	-6.5	1.1	-6.9	6.3	0.4	-2.1	0.4
CC(C)C[C@@H](CO)N1CCNCCC1=O	-1.8	0.8	3.3	3.5	1.1	-5.2	3.7	-4.2	-2.9	0.6

The list goes on.
SMILES	DDE Tn7 FP inh	ARFGAP1 inh	ADAM10 inh	Tn6 DDE FP	LEDGF integ inh	TDP2 inh	ASAP1 inh	ADAM17 inh	PLC-gamma1 inh	KLK7 zymogen act
CC(=O)Nc1cccc(NC(=S)Nc2ccc(F)c(Cl)c2)c1	-4.9	-1.2	-3.7	-6.6	-5.2	3.5	10.8	-6.7	-2.4	0.6
CC12CCC(=O)N1C(C(=O)Nc1nc3c(F)cc(F)cc3s1)CS2 (configuration not stated)	-3.2	-4.2	-8.0	-2.5	-0.9	1.3	-2.7	-5.4	0.7	1.1
COCCNC(=O)CNC(=O)c1nn(-c2ccc(OC)c(Cl)c2)c(=O)c2ccccc12	8.6	5.4	1.7	4.2	-2.5	-3.4	-5.9	-4.2	-61.6	-1.5
CCCCC(=O)N(Cc1nc2sc(C)c(C)c2c(=O)[nH]1)C1CCCC1	1.6	-0.3	-5.7	4.7	0.1	-0.2	10.5	-2.8	-1.6	0.9
COc1ccccc1C(CCNS(=O)(=O)c1ccc(C)cc1)c1ccco1 (configuration not stated)	6.0	-3.5	21.4*	0.8	-2.4	6.3	20.1	9.3*	2.2	-0.6
Cc1ccc(S(=O)(=O)N2CCN=C2c2ccccc2)cc1C	0.3	-17.1	-7.2	-8.3	2.8	15.9	-10.1	-4.7	-2.0	-0.1
Brc1cccc(C2Nc3cccc4cccc(c34)N2)c1	-1.2	-8.5	-8.7	-1.3	0.0	-1.4	13.4	-3.7	-9.8	-0.5
CCN1C(=O)CSc2ccc(C(=O)NCc3ccccc3)cc21	-1.8	7.2	7.9	-3.7	0.2	10.8	1.0	0.6	4.7	-0.3
Cn1c(C=O)c(-c2ccc3cc[nH]c3c2)c2ccccc21	0.5	5.8	-15.2	4.9	0.8	-4.3	11.4	-4.4	-94.5	0.0
Cc1ccc(CNC(=O)C2CC(c3ccccc3C(F)(F)F)=NO2)cc1 (configuration not stated)	0.6	5.1	4.6	-1.3	0.5	7.5	17.2	-4.2	1.8	-0.2
Cc1c(C(=O)CN2CCN(c3ccccc3)CC2)c2ccccc2n1C	-0.1	-8.1	-1.0	7.8	-0.7	13.3	2.8	-1.1	-0.1	-0.2
Cc1c(CC(=O)NC(C)C)c(=O)oc2cc3c(cc12)CCC(C)(C)O3	8.9	-1.9	i	13.0	-1.6	0.0	-0.9	i	-175.4	8.8
O=c1c2ccccc2[nH]c(=S)n1Cc1ccccc1	4.0	-2.9	1.6	-1.0	-3.4	5.4	-4.5	-1.4	-2.2	-0.6
c1ccc(Cn2nnc3c(N4CCC5(CC4)OCCO5)ncnc32)cc1	-3.7	3.7	13.4	1.2	5.1	-11.2	12.4	3.2	7.3	-0.2
Cc1ccc(-c2nnc(SCc3nc4ccccc4[nH]3)n2Cc2ccco2)cc1	-4.1	-0.7	-17.3	-3.0	1.3	2.4	-16.4	-4.7	-11.5	0.1
COC(=O)CN(C)C(=O)c1cccc(OC2CCN(S(=O)(=O)N(C)C)CC2)c1	-1.1	3.0	-5.8	1.3	-1.3	9.4	-10.7	0.8	-0.4	0.6
CN(C)CCCNC(=O)c1ccc(-c2cc(O)c3ncccc3c2)cc1	-1.5	4.2	19.5	0.3	-7.5	-7.9	13.6	-1.3	-55.6	0.6
CN(C)C(CNS(=O)(=O)c1ccc2ccccc2c1)c1ccccc1 (configuration not stated)	-6.5	7.2	-1.1	6.8	-2.4	-3.2	2.9	-1.5	5.8	0.3
CSc1ncccc1C(=O)N1CCC(C)(C(=O)O)C1 (configuration not stated)	8.7	-4.8	-12.9	3.8	-0.6	-3.5	-10.3	-4.9	0.6	0.1
CCCCc1nnc(NC(=O)CCN2C(=O)C3CC=CCC3C2=O)s1 (configuration not stated)	-6.6	-4.6	-5.8	-3.4	2.7	-3.2	-4.5	0.9	-3.0	-0.1
Cc1cc(C(F)(F)F)n2nc(C)c(-c3ccc(Cl)cc3)c2n1	5.2	-12.4	-5.1	6.1	5.2	3.3	0.0	-1.6	0.6	0.0

Compound activity (PubChem)
